# NR2E3 ag-1 – NR2E3 agonists in two-hybrid cells, primary screen, cell-based, luminescence, CHO-S, Gal4-NCOR/VP16-NR2E3; Photoreceptor-specific nuclear receptor (Homo sapiens), Q9Y5X4; luciferase; inhibition of corepressor binding, % at 3.98 µM; actives 0.35% (n = 360,000); AID 602229, 2012;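 active = inhibition above the mean of all tested compounds plus 3 SD, cut at about 70% in these data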;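 note: 0% = DMSO with NR2E3 transfected cells and 100% = cells lacking NR2E3 construct; higher means lower luciferase signal from less NR2E3 corepressor binding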
# Target sequence (Q9Y5X4 whole entry, looked up, the tested form may be a part): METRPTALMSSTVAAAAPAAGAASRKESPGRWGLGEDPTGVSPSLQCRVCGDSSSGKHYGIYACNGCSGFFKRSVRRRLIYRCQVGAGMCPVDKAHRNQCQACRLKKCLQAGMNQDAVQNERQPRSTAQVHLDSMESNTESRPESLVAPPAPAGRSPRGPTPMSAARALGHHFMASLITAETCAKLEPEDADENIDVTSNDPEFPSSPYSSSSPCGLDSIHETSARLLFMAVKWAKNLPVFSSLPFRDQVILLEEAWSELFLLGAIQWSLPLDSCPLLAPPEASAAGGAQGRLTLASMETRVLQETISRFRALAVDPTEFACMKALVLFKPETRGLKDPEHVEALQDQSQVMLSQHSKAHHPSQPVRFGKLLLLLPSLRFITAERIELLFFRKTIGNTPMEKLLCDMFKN
# Vif imaging – HIV Vif self-association inhibitors, primary screen, imaging, HEK293T, single point. inhibition, % at 7.49 µM. actives 0.35% (n = 340,000). AID 602346, 2012. HEK293T cells, Vif self-association by quenched fluorescence, 24 h; in the data active = inhibition above about 50%, passing the limit was not always enough; inconclusive = no clear call, values can overlap the other calls; inactive = below about 31%; note: some results filed as inactive read as strong as hits
# Shn3 3UTR inh – reduction of Shn3 3'UTR firefly luciferase signal, primary screen, Schnurri-3 inhibitor project, cell-based, Clone20 osteoblasts, set 2; Clone20 osteoblast Shn3 3'UTR firefly luciferase, 24 h; inhibition, % at 12.5 µM; actives 0.52% (n = 360,000); AID 588674, 2011;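 active = mean inhibition of at least 75% with every replicate also reaching 75%; inconclusive = mean inhibition at least 75% but some replicate below; inactive = mean inhibition below 75%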;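 note: 0% = median of neutral control wells and 100% = pilot-screen positive control compound; some compounds past the cut are filed as inactive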
# KKLEB tox – cytotoxicity in KKLEB CF airway cells, primary screen, cytotoxicity control for CF NF-kB inhibitor project, cell-based, uHTS, fluorescence assay plates. activity change (cytotoxicity), % at 5 µM. actives 0.36% (n = 360,000). AID 602141, 2011. KKLEB CF airway cells viability, ATPlite luminescence, overnight; active compounds read low; cells stimulated with P. aeruginosa culture filtrate;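 active = corrected activity change at or below -50% at 5 µM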
# MITF TRPM1 inh – inhibitors of MITF-dependent TRPM1 promoter reporter, primary screen, cell-based, SK-MEL-5, single point, luciferase | SK-MEL-5 TRPM1 promoter luciferase, 24 h | inhibition, % at 12.5 µM | actives 0.83% (n = 330,000) | AID 488899, 2010;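 active = mean inhibition across replicates of 60% or more, whatever share of single replicates reaches that level; inconclusive = some that reach 60%, reason not given; inactive = mean inhibition across replicates below 60%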; note: values of inactives mirror those of a sister screen read the other way
# Peg3 promoter – Peg3 promoter-driven luciferase inhibitors, primary screen, cell-based, HeLa, luciferase luminescence. HeLa PEG-Prom luciferase reporter, overnight. inhibition, % at 20 µM. actives 1.7% (n = 360,000). AID 588405, 2011;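 active = inhibition of at least 50% at 20 µM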
# CaV13 ICDI inh – Disruptors of the CACNA1D IQ motif to Ca2+-dependent inactivation inhibitor domain association, primary screening, Förster resonance energy transfer in intact living … | HEK cells, CFP/YFP FRET ICDI-IQ, plate reader, 10 min; percent FRET-ratio fall versus neutral wells | inhibition, % at 12.3 µM | actives 0.098% (n = 340,000);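 active = mean replicate inhibition of at least 30% and at least 1% of replicates passing that level; inconclusive = only one of the two criteria is met; inactive = neither criterion is met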;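 note: 0% = median of the neutral control wells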
# CF NFkB block – inhibitors of PAF-induced NF-kB signaling, primary screen, cell-based, GFP fluorescence, uHTS; KKLEB NF-kB-GFP reporter, GFP fluorescence overnight; inhibition, % at 5 µM; actives 0.86% (n = 360,000); AID 588850, 2011;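 active = at least 50% inhibition at 5 µM, scaled per plate between neutral and stimulator controls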;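 note: PAF is a Pseudomonas aeruginosa culture filtrate used as stimulus; plate controls were PAF-stimulated DMSO wells for no effect and unstimulated DMSO wells for full effect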
# HIF-2a inh – HIF-2a reporter inhibitors, primary screen, luminescence, 786-0 RCC cells. actives 0.72% (n = 360,000). AID 624352, 2012. 786-0 RCC cells HIF-2a reporter, luciferase luminescence, overnight. inhibition, % at 18.8 µM;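 active = inhibition of the luminescence signal of 40% or more relative to plate controls, in a single-dose primary screen at 18.75 µM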
# NR2E3 ag-2 – inhibitors of NR2E3-RetCOR corepressor binding, primary screen, NR2E3 agonist project, biochemical, TR-FRET, GST-NR2E3, biotin-RetCOR. inhibition of corepressor binding, % at 4.78 µM. actives 0.12% (n = 320,000). AID 2300, 2010. Photoreceptor-specific nuclear receptor (Homo sapiens), Q9Y5X4. 1536-well;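 active = percent inhibition above the cutoff of mean plus 3 SD of all tested compounds, set per screening campaign, cut at about 20% in these data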;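 note: 0% = DMSO wells and 100% = biotin wells as full block of FRET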
#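 Assay system: NR2E3–RetCOR corepressor complex. Quantity: 1.35 nM GST-NR2E3. Buffer or medium: pH 7.5 Tris-based buffer. Reagent: biotinylated RetCOR corepressor at 7 nM final. Schedule: 5 h at 4 °C. Detection: TR-FRET, emission read at 617 and 671 nm. Replicates: one well per compound, singlicate testing.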
# PDI inh – inhibitors of human PDI, primary screen, biochemical, turbidity, single point, plate reader | Protein disulfide-isomerase (Homo sapiens), P07237 | PDI insulin aggregation turbidity, A650, 90 min | inhibition, % at 10 µM | actives 0.052% (n = 350,000);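 active = mean inhibition across replicates of 30% or more, whatever share of single replicates reach that level; inconclusive = mean inhibition below 30% while every single replicate reaches 30%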;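 note: absorbance from insulin aggregation driven by PDI reduction with DTT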
# Target sequence (P07237 whole entry, looked up): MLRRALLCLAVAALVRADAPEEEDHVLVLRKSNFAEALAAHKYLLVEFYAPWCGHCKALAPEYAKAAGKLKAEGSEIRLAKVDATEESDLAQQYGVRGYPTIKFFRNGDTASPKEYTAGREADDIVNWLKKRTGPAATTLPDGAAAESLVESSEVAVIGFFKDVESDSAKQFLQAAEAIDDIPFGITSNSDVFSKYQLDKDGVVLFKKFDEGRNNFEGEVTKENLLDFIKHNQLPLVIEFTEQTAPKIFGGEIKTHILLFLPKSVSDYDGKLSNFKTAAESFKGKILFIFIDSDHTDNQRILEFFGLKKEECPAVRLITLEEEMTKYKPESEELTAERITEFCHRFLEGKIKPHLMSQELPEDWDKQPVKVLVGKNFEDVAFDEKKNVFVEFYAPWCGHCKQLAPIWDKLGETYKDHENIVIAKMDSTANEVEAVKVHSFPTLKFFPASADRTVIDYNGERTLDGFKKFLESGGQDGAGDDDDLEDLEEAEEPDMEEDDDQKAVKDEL
# Starred values were filed as active, the others as inactive; ? = inconclusive; nt = not tested or not shown.
SMILES,NR2E3 ag-1,Vif imaging,Shn3 3UTR inh,KKLEB tox,MITF TRPM1 inh,Peg3 promoter,CaV13 ICDI inh,CF NFkB block,HIF-2a inh,NR2E3 ag-2,PDI inh
O=C(CC1Oc2ccccc2NC1=O)NCCCN1CCOCC1 (configuration not stated),-19,5,20,9,13,-2,-13,-24,11,1,-1
COc1cccc(CN2CC(C(=O)NCCCc3ccncc3)CCC2=O)c1 (configuration not stated),-4,5,11,-5,-3,17,nt,4,14,nt,-1
O=C1C=CC(=O)N1CCNc1ncc(C(F)(F)F)cc1Cl,19,1,86*,-23,27,108*,-6,60*,35,nt,-1
COc1cccc(NS(=O)(=O)NC(=O)c2c(C)[nH]c3ccccc23)c1,-35,3,3,-3,-11,-4,-3,9,-11,-3,11
CC1=NNC(=O)C1CC(=O)N/N=C/C(Br)=C/c1ccccc1 (configuration not stated),-4,-14,5,-16,2,3,-4,-3,8,-3,1
CCn1c(SCC(=O)NC(=O)NCc2ccco2)nnc1-c1cccs1,-17,28,15,0,4,4,-5,2,19,3,-1
COc1ccc(CC(=O)NC(C)(C)C)cc1S(=O)(=O)N1CCOCC1,-5,0,11,-5,-2,4,-3,9,14,1,1
O=C1CCc2cc(S(=O)(=O)NCc3ccc(F)cc3)cc3c2N1CC3,16,nt,-4,-11,7,7,-5,7,13,nt,-3
CC1CCc2c(sc3ncn4c(SCC(=O)NCc5ccco5)nnc4c23)C1 (configuration not stated),-8,1,8,-5,4,-5,-8,-1,11,2,-1
CCN(C(=O)CSc1nc2cc(C(=O)OC)ccc2c(=O)n1Cc1ccco1)c1cccc(C)c1,-9,-6,27,-4,10,35,-6,0,7,0,-12
COc1ccc(CCNC(=O)CCS(=O)(=O)Cc2ccccc2C)cc1OC,7,-7,-8,-4,-21,3,-20,22,16,-3,1
Fc1ccc(C2NC(=S)NC3=C2N2CCC3CC2)cc1 (configuration not stated),-24,13,-2,1,2,17,-7,-10,18,0,-4
CCSc1ncc(/C=N/Nc2ccc(Cl)cc2)n1C,-147,-2,-82,-3,-67,-257,-4,-11,-247,-1,6
N#C/C(=C\c1c(N2CCC(C(N)=O)CC2)nc2ccccn2c1=O)S(=O)(=O)c1ccccc1,-22,-3,-3,-9,-3,7,nt,11,15,-2,4
COc1cc2c(cc1NC(=O)C(C)OC(=O)C1CC(=O)N(Cc3ccco3)C1)oc1ccccc12 (configuration not stated),-56,-5,-43,1,-8,-179,nt,2,-167,0,24
COc1ccc(C2=NN(C(=O)COc3ncnc4ccccc34)C(c3ccco3)C2)cc1 (configuration not stated),27,-6,-3,-21,-12,39,-4,17,0,1,0
CN(CCOc1ccccc1)C(=O)c1ccc2c(=O)n3c(nc2c1)CCC3,-4,-7,10,11,0,-16,-6,6,-19,-6,1
COC(=O)c1cccc(COC(=O)c2ccc(CS(=O)(=O)c3ccc(C)cc3)cc2)c1,-14,7,8,4,5,29,-4,9,24,0,-2
CC1(C)CC(=O)C2=C(C1)N(c1ccccc1)C(=O)C2(O)C(F)(F)F (configuration not stated),-9,0,-10,4,5,5,-5,2,19,-1,1
Cc1oc2cc(O)ccc2c(=O)c1Oc1ccccc1,-26,-1,9,5,-7,-3,nt,0,-5,1,-2
CCOC(=O)N1CCN(C(=O)COC(=O)C2CCN(S(=O)(=O)c3ccc(C)c(C)c3)CC2)CC1,7,-2,-17,4,3,0,-6,-22,3,0,2
O=C(NCC(c1cccnc1)N1CCN(c2ccccc2)CC1)c1ccco1 (configuration not stated),-12,-9,0,-9,6,-1,-5,-6,11,2,1
COc1ccc(-c2cc(-c3ccccc3)nc(SCC(=O)Nc3ncc(C)s3)c2C#N)cc1,-2,-7,28,-15,-2,6,-6,13,-15,2,-17
CC(=O)c1sc(Nc2ccc(Oc3ccccc3)cc2)nc1C,-95,1,-24,16,nt,-301,-6,-24,-292,nt,nt
C/C(=N\NC(N)=S)c1ccc(-n2ccnc2)cc1,-28,12,0,8,11,-5,-4,-5,0,5,3
O=C(Cn1cnc2c(OCc3ccccc3)ncnc21)NCc1nc2ccccc2[nH]1,14,-3,-30,2,-10,4,-7,-20,-9,nt,-1
COc1cc(/C=N/S(=O)(=O)CCc2ccccc2)cc(OC)c1O,12,0,-4,-2,0,6,-2,11,17,-4,16
CC(C)(C)C(=O)CN1CCN(C2c3ccccc3-c3ccccc32)CC1,6,2,19,-3,0,7,-9,4,1,0,2
O=C(Cc1ccccc1)NCC(=O)N/N=C/c1ccc(C(=O)O)cc1,-3,1,-13,7,-1,2,nt,2,9,1,1
Cc1c(C(=O)OCC(=O)N2CCCC(C)C2)oc2ccccc12 (configuration not stated),-54,-6,-11,-18,-19,-154,-13,12,-128,3,-11
Cc1ccc(NC(=O)COc2ccc(Br)cc2CO)cc1,-32,-5,-72,1,-68,-134,-8,0,-192,4,2
Cn1cccc1CC(=O)NNC(=S)Nc1ccc(Cl)cc1Cl,19,-3,7,-18,-4,10,-6,20,2,5,-5
CC(C)(C)NC(=O)COC(=O)c1ccccc1NC(=O)c1ccco1,22,-5,-18,0,17,-5,3,1,-14,0,-2
O=C(Nc1c2c(nn1-c1cccc(Cl)c1)CS(=O)(=O)C2)c1ccco1,-3,0,-19,6,-2,18,-2,11,11,2,-14
CCCCn1c(N)c(N(CC(C)C)C(=O)CCCn2c(=O)oc3ccccc32)c(=O)[nH]c1=O,-1,-1,9,5,9,-10,-6,-11,7,-2,-2
CCOC(=O)C1CCN(C(=O)c2ccccc2)c2scc(-c3ccccc3)c2C1=O (configuration not stated),-20,-4,14,6,nt,3,-5,-7,-10,nt,8
COc1ccc(C(=O)NCCc2nnc(SCC(=O)Nc3ccccc3C(C)C)n2C)cc1,-21,10,-1,10,7,12,-4,-19,-4,3,2
O=C(Cn1c(=O)oc2ccccc21)N1CCN(S(=O)(=O)c2ccccc2)CC1,-13,-1,-5,-18,3,-6,-14,8,-5,2,6
CN(C)c1ncnc2c1ncn2C1CCCCO1 (configuration not stated),-18,2,-14,22,-1,-11,-7,-33,-7,nt,-6
CN(CC(=O)Nc1ccccc1Br)C(=O)c1cc2c(s1)CCCCC2,-39,-11,-91,-8,-91,-402,-4,16,-290,1,-2
CN(C)CCCN(Cc1cc2cc3c(cc2[nH]c1=O)OCO3)C(=S)Nc1ccccc1,1,-5,4,14,-1,-6,-3,-7,-8,3,0
CN1CCN(c2ccc(-c3cccc(NC(=O)COc4ccc(Cl)cc4Cl)c3)nn2)CC1,-41,-9,8,-58*,-21,54*,-6,10,-67,3,2
CC(C)OC(=O)CSc1nnc(CNc2ccc(Cl)cc2)n1Cc1ccccc1,73*,-3,22,-3,10,14,-5,-8,25,2,-6
Cc1cc(NC(=O)c2ccc(S(=O)(=O)Nc3ccccc3)cc2)no1,-4,-3,-4,25,2,12,-5,19,21,4,-2
Cc1cc(NC(=O)COC(=O)C2CCN(C(=O)c3ccc(Cl)cc3)CC2)no1,-5,7,3,-1,-4,12,-5,18,12,1,-7
O=C(O)CCCNS(=O)(=O)c1ccc(NCc2ccccc2)c(C(=O)O)c1,-8,?,-2,12,10,-15,nt,2,12,1,0
CCOC(=O)NN1C(=O)c2ccccc2NC1c1ccccc1 (configuration not stated),-2,-6,5,3,1,20,-3,-7,4,0,1
CC(=O)N1CCN(CC(c2ccccc2)c2ccccc2)CC1,-20,14,-5,7,-10,10,-2,-3,17,-2,11
Cc1ccc(NC(=O)CN(C)C(=S)NC2CC2)cc1,-19,5,18,0,9,5,-2,16,14,4,4
COCCNS(=O)(=O)c1cc(OC)c(C)cc1C,7,18,14,15,1,5,-19,8,14,3,0
Cc1cnc(C(=O)OCC(=O)Nc2ccc(Br)cc2F)cn1,0,-2,-5,1,-10,5,-6,-14,-6,2,-6
CCOC(=O)C1(CC2CCCCO2)CCN(C(=O)Nc2ccc3c(c2)OCO3)CC1 (configuration not stated),47,-1,-18,0,-5,-26,-7,-2,-48,2,0
COc1cccc(CN(C)S(=O)(=O)c2c(C)noc2C)c1OC,-14,1,9,14,0,7,-6,7,10,nt,2
NC(=O)C1CCN(C(=O)c2ccc(OCC(=O)Nc3cccc(C(F)(F)F)c3)cc2)CC1,-7,8,-6,-9,-3,-7,-4,10,12,1,9
O=C(CSc1ncnc2c1cnn2-c1cccc(Cl)c1)NCC1CCCO1 (configuration not stated),-16,-8,-14,-5,5,-35,-6,3,-26,1,16
CCCCn1c(N)c(N(CC)C(=O)c2ccc3c(c2)S(=O)(=O)c2ccccc2C3=O)c(=O)[nH]c1=O,-58,27,-38,-19,-13,-161,-5,9,12,5,-8
COc1cccc(Cn2cc(N)cn2)c1,-20,0,6,5,11,-6,-6,-8,10,1,6
Fc1ccc(-c2nc3c(Cl)cc(C(F)(F)F)cn3c2Cc2ccccc2)cc1,-13,nt,-19,20,nt,-15,-6,-12,-33,nt,nt
c1ccc(-c2ccccc2OCc2nnc3n2CCC3)cc1,11,-4,4,-4,-7,9,-6,-14,5,0,5
OCC1(Cc2ccccc2)CCCN(Cc2c[nH]c3ccccc23)C1 (configuration not stated),-6,1,52,-1,-8,10,-6,7,10,0,1
CCCCN(C(=O)c1cc(CC)c(C)s1)c1c(N)n(CCC)c(=O)[nH]c1=O,-2,-14,5,15,-4,7,-15,-19,8,2,-1
O=C(O)C(Cc1cc2ccccc2[nH]1)N1C(=O)C2CC=C(Cl)CC2C1=O (configuration not stated),3,4,-2,1,3,16,1,5,6,-2,-7

# Compounds as they come. About 3.3% of those tested had a hit in this group.
